Tat transport – E. coli Tat export inhibitors, primary screen, MC4100, TorA-mCherry reporter, fluorescence, single point; AID 488895, 2010; inhibition, % at 10 µM; 340,000 tested, 0.036% active;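 active means mean replicate inhibition at least 50% and at least half of replicates individually reaching 50%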;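 further: exported cargo escapes ClpAP degradation while cytoplasmic cargo is degraded and loses fluorescence; 0% = median of neutral control wells and 100% = median of NaSCN control wells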
PKA-R1A act – activators of PKA-R1A holoenzyme, primary screen, biochemical, fluorescence polarization, Cy5-IP20, bovine R1A, mouse PKAc | cAMP-dependent protein kinase type I-alpha regulatory subunit (Bos taurus) + … | PKA-R1A dissociation; scaled: DMSO 0%, 113 µM cGMP 100% | activation, % at 11.4 µM | 340,000 tested, 0.083% active | AID 504707, 2011;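 active means percent activation above the mean of all tested compounds plus 3 SD, cut at about 19% in these data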;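 further: higher means more PKAc released from R1A so a rise in polarization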
HTR5A inv ctr – HTR5A inverse agonists in luminescence cell assay, primary screen, counter-screen for OPRM1-OPRD1 heterodimer inverse agonist project, full-deck HTS | 5-hydroxytryptamine receptor 5A (Homo sapiens), P47898 | HTR5A cell line, inverse agonism | inhibition, % at 9.3 µM | 340,000 tested, 0.083% active; in the data active means inhibition mostly above about 23%, no sharp cut-off; inactive means mostly below about 18%;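 further: 0% = cells with DMSO and 100% = no-cell wells with DMSO; some compounds called inactive have numbers as strong as hits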
Target sequence (P47898 whole entry, looked up): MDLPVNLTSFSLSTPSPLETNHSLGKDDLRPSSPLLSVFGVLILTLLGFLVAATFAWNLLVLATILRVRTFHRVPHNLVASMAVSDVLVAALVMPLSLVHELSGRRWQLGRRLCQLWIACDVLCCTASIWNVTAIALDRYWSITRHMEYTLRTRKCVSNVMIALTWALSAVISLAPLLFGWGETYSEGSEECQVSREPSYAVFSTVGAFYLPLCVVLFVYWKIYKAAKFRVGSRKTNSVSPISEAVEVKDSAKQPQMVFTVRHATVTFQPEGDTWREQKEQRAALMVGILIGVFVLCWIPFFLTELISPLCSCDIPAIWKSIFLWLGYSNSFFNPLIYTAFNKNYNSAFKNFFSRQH
AddAB inh – growth inhibition of E. coli expressing H. pylori AddAB, primary screen, AddAB inhibitor project, absorbance; inhibition, % at 11.9 µM; 330,000 tested, 0.29% active; AID 435030, 2010; in the data active means inhibition above about 12%;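 further: 0% = vehicle wells of infected cells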
PKA-R2B act – activators of PKA-R2B holoenzyme, primary screen, biochemical, fluorescence polarization, Cy5-IP20, human | activation, % at 11.4 µM | 340,000 tested, 0.079% active | PKA-R2B holoenzyme dissociation; R2B truncated from residue 108, S112A mutant; 0% DMSO only, 100% 113 µM cGMP;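 active means activation above a cutoff set at the mean over all compounds plus 3 SD, cut at about 18% in these data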;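 further: higher means more holoenzyme dissociation and a rise in polarization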
Target sequence (P31323 whole entry, looked up, other chains not shown, the tested form may be a part): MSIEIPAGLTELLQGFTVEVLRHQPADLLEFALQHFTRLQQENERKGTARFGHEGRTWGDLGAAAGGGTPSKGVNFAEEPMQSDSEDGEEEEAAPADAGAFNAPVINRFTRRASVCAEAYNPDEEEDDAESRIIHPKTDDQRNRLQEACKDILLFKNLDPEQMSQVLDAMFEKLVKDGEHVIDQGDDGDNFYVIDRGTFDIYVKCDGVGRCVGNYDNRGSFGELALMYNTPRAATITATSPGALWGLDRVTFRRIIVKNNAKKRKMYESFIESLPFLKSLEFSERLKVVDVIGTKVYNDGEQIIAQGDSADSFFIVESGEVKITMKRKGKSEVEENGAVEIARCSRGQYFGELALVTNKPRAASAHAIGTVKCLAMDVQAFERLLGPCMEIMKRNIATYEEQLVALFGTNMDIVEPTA
HTR5A ag ctr – HTR5A agonists in luminescence cell assay, primary screen, counter-screen for OPRM1-OPRD1 heterodimer agonist project, full-deck HTS; cell-based; 5-hydroxytryptamine receptor 5A (Homo sapiens), P47898; activation, % at 9.3 µM; 340,000 tested, 0.61% active; in the data active means activation mostly above about 9.5%, no sharp cut-off; inactive means mostly below about 7.6%;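 further: 0% = cells with vehicle only and 100% = reference agonist; strong numbers were not always called active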
phage Ecoli inh – growth loss of phage-infected E. coli, primary screen, RecBCD inhibitor project, absorbance, with phage, HTS; inhibition, % at 11.9 µM; 360,000 tested, 0.26% active; in the data active means inhibition above about 11%
Ecoli viability – E. coli V3065 growth inhibition, primary screen, counter-screen for AddAB inhibitor project, absorbance, OD600; 18 h; inhibition, % at 11.9 µM; 330,000 tested, 0.27% active; AID 449728, 2010;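 active means inhibition above the campaign's mean inhibition across all tested compounds plus 3 SD, cut at about 9.9% in these data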;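 further: uninfected addAB+ strain grown without phage in ampicillin broth; 0% = DMSO wells and 100% = ciprofloxacin 0.95 µg/ml wells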
DAGLB inhibitor – DAGLB lipase inhibitors, primary screen, biochemical, fluorescence, HTS; Diacylglycerol lipase-beta (Homo sapiens), Q8NCG7; AID 504411, 2011; 340,000 tested, 0.059% active; HEK293T DAGLB membrane lysate, EnzChek fluorogenic substrate; inhibition, % at 5.17 µM; in the data active means inhibition above about 34%;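 further: 0% = enzyme with vehicle and 100% = wells lacking enzyme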
Mot1-301 SUMO – yeast Mot1-301 growth rescue at high temperature, primary screen, SUMOylation pathway inhibitor project, S. cerevisiae, ATP luminescence, 38.5C. 320,000 tested, 1% active. S. cerevisiae Mot1-301 growth rescue; percent above DMSO median, 100 means doubled. AID 2716, 2010. growth rescue, % at 18.8 µM;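 active means every valid replicate shows activation above 250% relative to neutral control wells; inactive means the rest, any valid replicate at or below 250%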;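 further: OY570 slx delta 5 strain wells were the positive control but not used for scaling; some compounds called inactive have numbers as strong as hits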
CDK5 p35 inh – inhibitors of human CDK5/p35 kinase, primary screen, biochemical, single concentration; Recombinant CDK5/p35, ADP-Glo luminescence, 60 min; inhibition, % at 10 µM; 330,000 tested, 0.01% active;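 active means highest replicate inhibition of at least 50% and at least 75% of replicates reaching 50%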;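 further: plate controls were DMSO neutral control for no effect and GW8510 at 10 µM for full effect; many of its hits are not listed in these tables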
* = called active by the depositor; · = no result given; + = active, no number; & = joins results of further samples.

#	structure	Tat transport	PKA-R1A act	HTR5A inv ctr	AddAB inh	PKA-R2B act	HTR5A ag ctr
1	O=C(COc1cccnc1[N+](=O)[O-])NCc1ccc(F)cc1	-4	-6	1	0.5	-8	0
2	Cc1ccc(C(O)c2nc3ccccc3n2C)cc1 (stereo unspecified)	-8	-9	1	·	3	0
3	COc1ccccc1C(=O)NCc1ccc2c(c1)OCO2	-11	-12	9	-0.9	-1	-4
4	O=C1OCC2=C1C(c1ccc(F)cc1)Sc1ccccc1N2 (stereo unspecified)	3	6	-5	2.4	5	1
5	Cc1ccnc(OC(C(=O)O)C(OCc2ccccc2)(c2ccc(F)cc2)c2ccc(F)cc2)n1 (stereo unspecified)	-2	-6	-12	2.4	5	3
6	CCCCOC(=O)c1nnc(-c2ccccc2)o1	-5	-3	-34	2.1	7	13
7	COc1ccc(-n2c(=S)[nH]c3c(sc(=S)n3-c3ccccc3)c2=O)c(OC)c1	-4	6	2	4.3	3	-1
8	CCOC(=O)C1=C(C)N(CCCC(=O)O)C(=O)NC1c1ccccc1OS(=O)(=O)c1ccc(C)cc1 (stereo unspecified)	-6	-7	5	3.2	0	-2
9	Cc1ccccc1NC(=O)c1ccccc1NC(=O)CCC(=O)O	11	2	-14	1.9	-9	4
10	O=C(C1CCCN1S(=O)(=O)c1cccc2cccnc12)N1CCc2ccccc21 (stereo unspecified)	1	-1	-11	5.3	10	4
11	O=C1CCCC(O)=C1C(C#Cc1ccccc1)C1=C(O)CCCC1=O	4	4	-9	3.2	3	4
12	CCC(C(=O)Nc1nc(C)c(C)s1)c1ccccc1 (stereo unspecified)	7	2	-2	-2.2	3	1
13	COc1ccc(/C=C(/C(=O)N2CCCCC2C(=O)O)c2ccc(OC)c(OC)c2)cc1 (stereo unspecified)	-2	11	-44	-0.4	11	15
14	COc1cc(C(c2c(C)[nH][nH]c2=O)c2c(C)[nH][nH]c2=O)cc(Cl)c1O	2	0	7	-0.8	-9	-2
15	O=C(COC(=O)c1ccccc1Nc1ccccc1)c1ccccc1	2	2	-5	3.3	-3	1

#	phage Ecoli inh	Ecoli viability	DAGLB inhibitor	Mot1-301 SUMO	CDK5 p35 inh
1	1.8	0.5	-2	194	1.4
2	1.2	·	0	-3	-2.0
3	-0.1	-1.8	-3	-15	-1.2
4	2.6	-2.2	8	19	-1.0
5	1.3	-1.0	11	-14	0.6
6	0.5	0.5	-3	17	-0.9
7	1.1	0.0	4	-11	1.5
8	·	0.2	2	-7	0.1
9	3.9	1.1	-2	2	-6.1
10	3.6	-0.9	-2	-13	-0.1
11	·	1.7	2	-21	7.5
12	0.2	-0.1	0	0	-3.6
13	2.3	-3.1	-1	·	-0.7
14	3.2	0.1	-1	2	-0.1
15	1.9	0.7	-12	122	2.0

New compounds follow.
#	structure	Tat transport	PKA-R1A act	HTR5A inv ctr	AddAB inh	PKA-R2B act	HTR5A ag ctr
16	CCOCCCNS(=O)(=O)c1ccc(OC)c(Cl)c1Cl	15	-4	8	2.8	-12	-3
17	NC(=O)Cn1nnc(-c2ccc(NC(=O)c3ccc(F)cc3)cc2)n1	-7	-3	8	1.4	-7	-3
18	C=CCn1ccc(=NC=C(C#N)C#N)c2ccccc21	2	-1	-23	1.4	-2	-5
19	COC(=O)[C@H](CC(C)C)NC(=O)CCc1nnc(COc2ccccc2)o1	6	2	-6	3.6	10	2
20	COc1ccc(C(=O)OCC(=O)Nc2ccc3[nH]c(=O)[nH]c3c2)c(OC)c1OC	5	-2	3	-1.0	-3	0
21	CC(NC(=O)CN1C(=O)NC(c2ccccc2)(c2ccccc2)C1=O)c1cccs1 (stereo unspecified)	-6	-9	4	1.1	2	-2
22	Cc1c(Cc2ccccc2)sc(NC(=O)c2ccco2)c1C(N)=O	-5	-6	-11	1.2	-15	4
23	C/C(=N\NC(=O)c1ccc(-c2ccccc2)cc1)c1cccc(N)c1	3	6	15	0.9	3	-4
24	Cc1cccc(OCCC(=O)NNC(=O)Cn2nc(C)cc2C)c1	0	-6	-1	-1.7	4	0
25	O=C(Cc1ccc(F)cc1)Nc1ccc(S(=O)(=O)N2CCCCC2)cc1	-6	-8	-1	1.5	-2	0
26	O=C(N/N=C/c1ccccc1)c1ccc2c(c1)OCO2	5	-2	12	4.7	1	-3
27	COc1ccccc1C(=O)Nc1ccc(S(=O)(=O)N(C)c2ccccc2)cc1	5	-1	6	1.3	-9	-1
28	CC(C)C(=O)N1CCN(CCN=CC2=C(O)CC(c3ccco3)CC2=O)CC1 (stereo unspecified)	4&3	-2&-2	2&4	3.5	-11&-11	-1&-1
29	CN(Cc1nc(-c2cnccn2)no1)Cc1cccc2ccccc12	8	-1	-4	2.1	-7	-5
30	COc1ccc(Cl)cc1C=CC=Nc1ccccc1O	0	2	-3	·	-4	1

#	phage Ecoli inh	Ecoli viability	DAGLB inhibitor	Mot1-301 SUMO	CDK5 p35 inh
16	2.5	-0.5	1	-15	1.0
17	7.3	0.1	1	12	0.1
18	4.8	0.3	-4	-8	-0.2
19	3.3	1.7	3	-13	-0.8
20	3.2	-1.9	2	11	-1.7
21	5.6	3.8	-1	0	-0.8
22	3.2	2.0	3	443	0.6
23	-0.2	1.9	-7	-9	0.9
24	2.2	-2.6	0	2	0.1
25	7.5	-0.6	-3	247	1.1
26	2.5	1.0	0	9	1.1
27	5.6	-1.4	-7	-6	0.4
28	-0.2&0.2	2.1	2&1	41	-0.2&-0.8
29	2.4	-0.1	-8	10	-1.3
30	-1.1	·	1	·	0.5

Part of the list above with just phage Ecoli inh, Ecoli viability and HTR5A ag ctr:
No. | SMILES | phage Ecoli inh | Ecoli viability | HTR5A ag ctr
28 | CC(C)C(=O)N1CCN(CCN=CC2=C(O)CC(c3ccco3)CC2=O)CC1 (stereo unspecified) | -0.2&0.2 | 2.1 | -1&-1
16 | CCOCCCNS(=O)(=O)c1ccc(OC)c(Cl)c1Cl | 2.5 | -0.5 | -3
25 | O=C(Cc1ccc(F)cc1)Nc1ccc(S(=O)(=O)N2CCCCC2)cc1 | 7.5 | -0.6 | 0

(further entries)
#	structure	Tat transport	PKA-R1A act	HTR5A inv ctr	AddAB inh	PKA-R2B act	HTR5A ag ctr
31	Cc1ccc(NC(=O)COC(=O)c2csc3c2CCC(C)C3)cc1S(=O)(=O)N1CCCCC1 (stereo unspecified)	0	3	5	0.2	-8	7
32	CC(=O)Nc1ccc(S(=O)(=O)N(c2cccnc2)S(=O)(=O)c2ccc(NC(C)=O)cc2)cc1	-5	-3	-7	4.4	-1	-1
33	CCN1C(=O)c2cccc3c(S(=O)(=O)NCc4ccccn4)ccc1c23	2	5	34	1.9	-1	-15
34	Cc1ccc2nsnc2c1NC(=S)NC(=O)c1ccco1	-5	8	4	2.8	-1	-2
35	COC(=O)C(Cc1ccccc1)P(=O)(c1ccccc1)c1ccccc1 (stereo unspecified)	-7	5	-9	3.9	7	4
36	CC(C1CC2CCC1C2)n1c(-c2ccco2)n[nH]c1=S (stereo unspecified)	-12	-6	-2	0.3	-5	1
37	COc1cc(CCC(=O)OCC(=O)c2ccc[nH]2)cc(OC)c1OC	2	0	23	0.3	-3	-9
38	COc1cc(S(=O)(=O)NCc2ccncc2)c(OC)cc1C	6	0	0	2.9	-2	3
39	O=C(O)c1cccc(N2CCCC2=O)c1	-6	-9	-16	1.2	11	-7
40	Cc1cc(=O)[nH]c(SCC(=O)Nc2ccc(S(=O)(=O)N3CCOCC3)cc2)n1	3	-13	-17	-2.2	-16	1
41	C=CCn1c(SCC(=O)Nc2nnc(C)s2)nnc1C1CC1	0	-13	15	3.0	-1	7
42	CCc1ccc(C(=O)CN2C(=O)NC3(CCc4ccccc43)C2=O)cc1 (stereo unspecified)	0	-5	19	1.1	-2	-7
43	COc1ccc(N2C(=O)CC(Sc3nccc(C)n3)C2=O)cc1 (stereo unspecified)	9	7	-12	0.5	-1	1
44	Cn1cc([C@@H]2C[C@H]3CN(Cc4cccc(Cl)c4)C(=O)[C@]34CCCN24)c(-c2ccccc2)n1	12	-9	-6	0.7	-18	0
45	CCN(CC(=O)Nc1ccccc1C(F)(F)F)C(=O)c1ccc(-n2nc(C)c(CCC(=O)OC)c2C)cc1	0	-7	2	·	-7	-1

#	phage Ecoli inh	Ecoli viability	DAGLB inhibitor	Mot1-301 SUMO	CDK5 p35 inh
31	5.0	2.0	-4	+	-3.6
32	-0.6	0.4	3	0	-11
33	2.9	-1.0	-6	-10	-5.9
34	2.2	0.5	-1	-1	0.4
35	0.9	-1.7	-1	40	-1.4
36	1.2	2.5	-1	-14	-1.1
37	-0.9	-1.4	-1	10	-0.5
38	-1.5	1.1	2	-11	0.6
39	2.7	-0.7	-1	0	-0.3
40	3.0	-1.1	1	-11	-0.9
41	-1.5	0.0	-4	10	-1.2
42	1.9	1.2	1	-9	-2.5
43	0.2	1.8	1	10	-0.1
44	3.9	-0.3	1	147	-1.8
45	-0.6	·	-7	·	-5.1

From no. 31 up to 32, copied from above:
#	structure	Tat transport	PKA-R1A act	HTR5A inv ctr	AddAB inh	PKA-R2B act	HTR5A ag ctr
31	Cc1ccc(NC(=O)COC(=O)c2csc3c2CCC(C)C3)cc1S(=O)(=O)N1CCCCC1 (stereo unspecified)	0	3	5	0.2	-8	7
32	CC(=O)Nc1ccc(S(=O)(=O)N(c2cccnc2)S(=O)(=O)c2ccc(NC(C)=O)cc2)cc1	-5	-3	-7	4.4	-1	-1

#	phage Ecoli inh	Ecoli viability	DAGLB inhibitor	Mot1-301 SUMO	CDK5 p35 inh
31	5.0	2.0	-4	+	-3.6
32	-0.6	0.4	3	0	-11

(continued)
#	structure	Tat transport	PKA-R1A act	HTR5A inv ctr	AddAB inh	PKA-R2B act	HTR5A ag ctr
46	CCN(CC)C(=O)CN1C(=O)/C(=C/c2ccccc2)SC1=S	-2	-2	0	-2.3	-4	0
47	COc1cc(CN(C(C)=O)c2ccccc2C(=O)O)ccc1[N+](=O)[O-]	5	-12	-2	·	0	0
48	COc1cc2c(cc1OC)/C(=C/C(=O)c1ccccc1)NCC2	-4	-5	-11	-0.2	10	3
49	COC(=O)c1cc(NS(=O)(=O)c2ccc(N3CCOCC3)c(NC(C)=O)c2)cc(C(=O)OC)c1	-1	0	1	0.7	8	4
50	CN(C)NC1=CC(=[N+]2CCCC2)CC(C)(C)C1	-10	13	11	-0.8	6	-1

#	phage Ecoli inh	Ecoli viability	DAGLB inhibitor	Mot1-301 SUMO	CDK5 p35 inh
46	3.4	-1.8	0	-13	-0.5
47	3.6	·	1	·	-1.7
48	-1.4	-0.3	-7	-16	-0.1
49	3.0	-0.5	0	20	-0.7
50	1.8	1.3	2	21	-0.5
